From PubChem
dFosB act = mouse delta FosB homodimer activation; purified delta FosB, TAMRA-CDK5 oligo fluorescence polarization; percent of positive-control signal above neutral wells; 340,000 tested, 0.99% active; P13346; activation, % at 25 µM;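 active = mean activation above about 17%, with every replicate also reaching it, limit read from the data, passing the limit was not always enough; inconclusive = only one of the two conditions met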;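 also: fluorescence polarization rise as delta FosB binds a TAMRA Cdk5 AP-1 oligo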
Target sequence (P13346 whole entry, looked up): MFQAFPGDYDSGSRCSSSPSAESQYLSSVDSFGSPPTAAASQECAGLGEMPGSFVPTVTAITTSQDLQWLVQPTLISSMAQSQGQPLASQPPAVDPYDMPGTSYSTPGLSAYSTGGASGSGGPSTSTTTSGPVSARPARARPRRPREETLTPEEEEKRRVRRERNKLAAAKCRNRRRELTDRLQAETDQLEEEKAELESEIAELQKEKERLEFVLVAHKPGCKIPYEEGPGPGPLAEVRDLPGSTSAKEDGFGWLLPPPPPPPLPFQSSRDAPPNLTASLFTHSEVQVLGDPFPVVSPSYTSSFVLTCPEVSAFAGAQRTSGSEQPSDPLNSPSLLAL
PvdQ inh = blocks Pseudomonas aeruginosa PvdQ acylase activity. inhibition, % at 10 µM. AID 488965. 340,000 tested, 0.063% active. purified PvdQ acylase, fluorescence plate reader; in the data active = inhibition above about 30%, passing the limit was not always enough; inconclusive = no clear call, values can overlap the other calls;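 also: 0% = vehicle neutral wells and 100% = reference inhibitor wells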
Rtt109 Vps75 = C. albicans Rtt109 histone acetyltransferase inhibition; Q5AAJ8; purified Rtt109/Vps75, ThioGlo CoA-SH fluorescence, 4 h; inhibition, % at 34.9 µM; 330,000 tested, 0.16% active; AID 540336;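 active = inhibition of at least 50% in every replicate; inconclusive = best replicate reaches 50% inhibition but some replicates fall short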
Target sequence (Q5AAJ8 whole entry, looked up): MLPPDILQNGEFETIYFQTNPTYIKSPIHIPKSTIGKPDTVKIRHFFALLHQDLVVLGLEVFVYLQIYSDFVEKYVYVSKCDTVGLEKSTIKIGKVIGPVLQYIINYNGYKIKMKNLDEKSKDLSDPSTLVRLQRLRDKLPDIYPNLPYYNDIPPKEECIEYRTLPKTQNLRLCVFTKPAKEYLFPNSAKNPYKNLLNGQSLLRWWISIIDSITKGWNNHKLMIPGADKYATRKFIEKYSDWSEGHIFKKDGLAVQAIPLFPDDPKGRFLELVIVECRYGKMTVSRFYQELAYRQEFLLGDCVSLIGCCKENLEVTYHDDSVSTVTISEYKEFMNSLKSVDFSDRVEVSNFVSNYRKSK
MITF act = increases MITF-driven TRPM1 promoter luciferase signal; SK-MEL-5 TRPM1-promoter luciferase, 24 h; % of positive control, neutral wells = 0; activation, % at 12.5 µM; 300,000 tested, 0.75% active;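 active = mean activation of at least 80% with every replicate also reaching 80%; inconclusive = mean reaches 80% but some replicate falls short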;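 also: 0% = neutral control wells and 100% = parthenolide positive control wells; values of inactives mirror those of a sister screen read the other way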
HTR5A ag = HTR5A agonism, opioid heterodimer counter-screen | HTR5A agonist assay, luminescence, cell-based | activation, % at 9.3 µM | 340,000 tested, 0.61% active | P47898; in the data active = activation mostly above about 9.5%, no sharp cut-off; inactive = mostly below about 7.6%;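 also: 0% = cells with vehicle only and 100% = reference agonist; strong numbers were not always called active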
Target sequence (P47898 whole entry, looked up): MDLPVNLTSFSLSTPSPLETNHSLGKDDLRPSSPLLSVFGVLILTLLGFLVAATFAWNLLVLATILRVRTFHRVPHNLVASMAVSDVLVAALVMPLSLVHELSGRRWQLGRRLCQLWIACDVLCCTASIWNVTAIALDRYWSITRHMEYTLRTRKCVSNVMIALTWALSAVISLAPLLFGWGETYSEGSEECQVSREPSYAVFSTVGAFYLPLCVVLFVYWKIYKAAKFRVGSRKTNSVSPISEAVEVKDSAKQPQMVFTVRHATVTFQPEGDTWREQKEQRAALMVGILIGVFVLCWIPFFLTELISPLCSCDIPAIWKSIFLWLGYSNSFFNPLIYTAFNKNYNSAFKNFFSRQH
cardiac RTF act = cardiac RTF calcium sensitization; P19429+P45379; IANBD-labeled TnC RTF fluorescence at EC20 calcium; 0% EC20 calcium, 100% full calcium; activation, % at 7.2 µM; 340,000 tested, 0.24% active; AID 493008;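 active = activation above the mean over all tested compounds plus 3 SD, cut at about 30% in these data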;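 also: rise in fluorescence read as greater calcium sensitivity of cardiac thin filaments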
Wnt bcat act = Wnt/beta-catenin pathway activation | Wnt/beta-catenin reporter cell assay, activator, plate reader | 300,000 tested, 1.2% active | activation, % at 9.35 µM; in the data active = activation above about 30%, passing the limit was not always enough; inconclusive = no clear call, values can overlap the other calls;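 also: 0% = neutral control wells and 100% = positive control wells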
SR-BI DiI-HDL act = SR-BI HDL lipid transfer activation; CHO ldlA[mSR-BI] cells, DiI-HDL uptake fluorescence, 3 h; 100 = double the neutral-control signal; activation, % at 12.5 µM; 320,000 tested, 0.096% active; AID 504775;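 active = mean replicate activation of at least 60% and every replicate at or above 60%; inconclusive = mean or all-replicate condition met, but not both; inactive = mean below 60% and not all replicates reaching 60%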;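 also: 0% = median plate neutral-control signal and 100% = twice that signal; values of inactives mirror those of a sister screen read the other way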
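Material: SR-BI-overexpressing, LDLR-lacking CHO cells | Dosing: Single compound concentration, delivered by pin transfer | Probe or stimulus: Labelled HDL, 10 µg/mL | Signal: Bottom-read cell fluorescence after medium removal, ex 550/em 595 nm | Schedule: 3 h, 37 °C | Evaluation: HDL uptake via cellular fluorescence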
SR-BI HDL uptake = inhibitors of mouse SR-BI mediated HDL lipid uptake | inhibition, % at 12.5 µM | 320,000 tested, 0.96% active | AID 488896 | Q61009 | ldlA[mSR-BI] CHO cells, DiI-HDL uptake fluorescence, 3 h;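 active = mean replicate inhibition of at least 70% and a set share of replicates each scoring 70 or more; inconclusive = meets just one of the two criteria; inactive = fails both criteria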;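 also: 0% = median of neutral control wells and 100% = median of positive control wells; values of inactives mirror those of a sister screen read the other way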
CDK5 inh = inhibitors of human CDK5/p35 kinase. Q00535+Q15078. inhibition, % at 10 µM. Recombinant CDK5/p35, ADP-Glo luminescence, 60 min. 330,000 tested, 0.01% active;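 active = highest replicate inhibition of at least 50% and at least 75% of replicates reaching 50%; inconclusive = only one of the two criteria met; inactive = both criteria failed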;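 also: plate controls were DMSO neutral control for no effect and GW8510 at 10 µM for full effect; many of its hits are not listed in these tables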
* = called active by the depositor; u = inconclusive; x = not tested or not shown. Compounds were not picked by outcome. Share with any hit: about 4.4%.

Results follow in this order: dFosB act | PvdQ inh | Rtt109 Vps75 | MITF act | HTR5A ag | cardiac RTF act | Wnt bcat act | SR-BI DiI-HDL act | SR-BI HDL uptake | CDK5 inh
- O=C1NC(CCc2ccccc2)C(=O)N1Cc1ccccc1Cl (stereo unspecified)
 : -2 | 7 | 1 | 1 | -3 | -3 | -4 | 23 | -23 | -1.4
- Cc1nn(C)c(Oc2cccc(Cl)c2)c1C=O
 : -1 | 1 | 9 | -2 | -1 | 2 | -4 | 51 | -51 | -1.1
- COc1ccc(C(=O)NCc2nnc(SCC(=O)Nc3cc(C)cc(C)c3)o2)cc1OC
 : -8 | 1 | -1 | 3 | -1 | -7 | -4 | -20 | 20 | -2.1
- Cc1nc(SC(C)C(=O)NCC2CCCO2)c2cc(-c3ccccc3)sc2n1 (stereo unspecified)
 : -9 | -26 | 2 | 20 | -4 | -5 | -2 | -45 | 45 | -2.7
- CCc1c(C)nc(N2CCN(c3ccc(Cl)cc3)CC2)[nH]c1=O
 : 2 | -20 | -3 | x | 4 | 1 | -2 | -7 | 7 | -1.4
- COc1ccc(-c2[nH]ncc2CN(C)Cc2ccccn2)c(OC)c1
 : -1 | -18 | -3 | 6 | -1 | 6 | -2 | -21 | 21 | -0.4
- CCN1C[C@@H]2[C@@H]3C(=O)N(C)C(=O)[C@@H]3[C@](CC)(C1=O)N2C(=O)c1ccc(F)cc1
 : 4 | 6 | -5 | 9 | 5 | -8 | 2 | 30 | -30 | 0.1
- CN(C)S(=O)(=O)c1ccc(N2CCCC2)c(C(=O)N2CCC(C(N)=O)CC2)c1
 : 4 | -3 | 1 | -6 | -4 | -9 | 2 | 33 | -33 | 0.8
- COc1ccc2nc(NC(=O)c3ccc4ncsc4c3)sc2c1
 : 22* | 11 | 0 | u | 1 | 0 | x | -61 | 61 | 0.2
- Cc1ccccc1S(=O)(=O)Nc1ncnc2sccc12
 : -5 | 14 | 2 | -3 | 4 | -3 | 0 | 14 | -14 | 1.1

Additional structures.
Results follow in this order: dFosB act | PvdQ inh | Rtt109 Vps75 | MITF act | HTR5A ag | cardiac RTF act | Wnt bcat act | SR-BI DiI-HDL act | SR-BI HDL uptake | CDK5 inh
- Cc1ccc2nc(NC(=O)C3CC(=O)N(Cc4ccco4)C3)sc2c1 (stereo unspecified)
 : -12 | 7 | x | 3 | 1 | -4 | 3 | 2 | -2 | 0.7
- CCN(CC)CCNC(=O)CNC(=O)c1nn(-c2ccc(OC)c(OC)c2)c(=O)c2ccccc12
 : -2 | -14 | 11 | 17 | -4 | -4 | 2 | 15 | -15 | 0.2
- Cc1ccc(S(=O)(=O)CCSc2nc(C)cc(C(F)(F)F)c2C#N)cc1
 : 3 | -12 | 0 | -17 | 2 | 9 | x | -40 | 40 | 0.9
- CC(C)(C)[C@H]1COC(=O)CCC/C=C/C[C@H](CC(=O)NCCO)C(=O)N1
 : 5 | -4 | -6 | 1 | -2 | 3 | 1 | 3 | -3 | -1.7
- CC(C)CCN1CCN(Cc2cccc3nonc23)CC1CCO (stereo unspecified)
 : 8 | -5 | -4 | 3 | -1 | 1 | -4 | 22 | -22 | -0.1
- N=c1n(Cc2ccccc2)c2ccccc2n1CC(O)COc1ccccc1 (stereo unspecified)
 : 2 | -9 | 9 | -36 | -2 | 0 | x | -3 | 3 | 0.9
- Cc1cc(Cl)ccc1OCC(=O)NNC(=O)CCOc1ccccc1
 : -4 | -11 | -7 | -8 | 3 | 2 | -2 | -7 | 7 | -1.8
- CC(C)(C)OC(=O)N1CCC(C(=O)Nc2cccc(C(=O)NCc3ccccc3)c2)CC1
 : -24 | -17 | -2 | 0 | 0 | 2 | 1 | -6 | 6 | -0.6
- COc1ccc(C2CC(=O)Oc3c2c(=O)n(C)c2ccccc32)c(OC)c1OC (stereo unspecified)
 : -8 | -10 | 1 | 0 | 5 | 5 | 0 | 26 | -26 | -3.6
- CCn1c(SCC(=O)NC2CCCC2)nnc1-c1cccnc1
 : 2 | 1 | 0 | -7 | 3 | -7 | 14 | 11 | -11 | -0.5

Next part
Results follow in this order: dFosB act | PvdQ inh | Rtt109 Vps75 | MITF act | HTR5A ag | cardiac RTF act | Wnt bcat act | SR-BI DiI-HDL act | SR-BI HDL uptake | CDK5 inh
- Fc1c(F)c(F)c(N=Cc2ccc3ncccc3c2)c(F)c1F
 : -7 | -11 | -10 | -5 | -5 | 6 | 6 | -5 | 5 | 0.4
- CC1=C(C(=O)Nc2ccccc2)C(c2cccnc2)n2ncnc2N1 (stereo unspecified)
 : -5 | 0 | 27 | -7 | -1 | -6 | -5 | 20 | -20 | -1.5
- NC(=O)CCC(NC(=O)c1ccc(Cl)cc1)C(=O)O (stereo unspecified)
 : 4 | -12 | 3 | 0 | 2 | 3 | 0 | 1 | -1 | 0.8
- O=C(C[n+]1ccc(/C=N/O)cc1)N1CCCCC1
 : 6 | -9 | 1 | 1 | -3 | 0 | 3 | -7 | 7 | 0.5
- Oc1c(CN2CCOCC2)ccc(CN2CCOCC2)c1O
 : -4 | -14 | -6 | -10 | -1 | 2 | -1 | 0 | 0 | 2.2
- Cc1ccc(S(=O)(=O)NC(=O)c2cc(C)n(-c3cc(S(=O)(=O)N4CCOCC4)ccc3N3CCCC3)c2C)cc1
 : -7 | -12 | -3 | 4 | 2 | 2 | -2 | 8 | -8 | 0.3
- O=c1c2ccccc2ncn1-c1ccc(Br)cc1[N+](=O)[O-]
 : 7 | -15 | -12 | 21 | 9 | 2 | 0 | 1 | -1 | 3.1
- CCOc1ccc(CCNC(=O)CN2C(=O)c3cccnc3Oc3ccc(C)cc32)cc1OCC
 : 0 | 19 | 7 | -6 | 2 | -1 | -3 | -55 | 55 | -0.6
- COc1ccccc1N1CCN(c2cnccn2)CC1
 : -5 | 6 | -8 | 17 | -2 | -1 | 0 | 0 | 0 | 1.6
- CC(C)Sc1nc(N)nc2c1ncn2C1OC(CO)C(O)C1O (stereo unspecified)
 : -4 | -7 | -5 | 15 | 0 | -3 | 1 | 13 | -13 | 0.4

New compounds follow:
Results follow in this order: dFosB act | PvdQ inh | Rtt109 Vps75 | MITF act | HTR5A ag | cardiac RTF act | Wnt bcat act | SR-BI DiI-HDL act | SR-BI HDL uptake | CDK5 inh
- O=C(Cn1c(CC(=O)N2CCCC2)nc2ccccc21)NCc1ccccc1
 : -8 | 4 | -2 | 12 | x | -2 | x | 18 | -18 | -1.3
- CCN1C(=O)C(CC(=O)Nc2ccccc2Cl)N(NC(=O)c2cccc(F)c2)C1=S (stereo unspecified)
 : -7 | -4 | 5 | -10 | -2 | -3 | -1 | -4 | 4 | -5.8
- CC(C)n1cc(-c2ccc(Cl)cc2)cc(C#N)c1=O
 : -4 | 10 | -16 | 33 | 3 | -2 | x | x | x | -0.9
- CCCN(Cc1ccccc1)C(=S)Nc1ccc(OC(F)F)cc1
 : -6 | -2 | 3 | 8 | 4 | 10 | x | -16 | 16 | -5.6
- Nc1nonc1-n1nnc(C(=O)N/N=C/c2ccc(O)cc2)c1COc1ccc(F)cc1
 : -4 | -6 | 11 | -3 | 0 | 4 | 0 | -14 | 14 | 1.7
- O=C(Nc1cccc(Cl)c1)Nc1cnccn1
 : 8 | -6 | -3 | 30 | -5 | -9 | 8 | 5 | -5 | 3.8
- CC(C)CNC(=O)c1cc(=O)[nH]c2ccc(S(=O)(=O)Nc3ccc(F)cc3)cc12
 : 0 | -14 | 1 | -1 | -1 | -4 | 0 | 2 | -2 | -1.4
- CC1=NN(Cc2ccccc2)C(=O)C1C(c1ccc(Cl)cc1)C(C#N)C#N (stereo unspecified)
 : -4 | 14 | 13 | -24 | -2 | -6 | -3 | 20 | -20 | 0.8
- COc1cc(OC)cc(C(=O)NCc2ccc3c(c2)OCO3)c1
 : -2 | -7 | -2 | -7 | 2 | -3 | -2 | 5 | -5 | -0.8
- CN1C(=O)c2ccc(C(=O)NCc3ccco3)cc2C1=O
 : 2 | -8 | -2 | -12 | 15 | 0 | 1 | x | -25 | -1.0

Some of these compounds in order of length of the SMILES, rising:
Results follow in this order: dFosB act | PvdQ inh | Rtt109 Vps75 | MITF act | HTR5A ag | cardiac RTF act | Wnt bcat act | SR-BI DiI-HDL act | SR-BI HDL uptake | CDK5 inh
- O=C1NC(CCc2ccccc2)C(=O)N1Cc1ccccc1Cl (stereo unspecified)
 : -2 | 7 | 1 | 1 | -3 | -3 | -4 | 23 | -23 | -1.4
- CC(C)Sc1nc(N)nc2c1ncn2C1OC(CO)C(O)C1O (stereo unspecified)
 : -4 | -7 | -5 | 15 | 0 | -3 | 1 | 13 | -13 | 0.4
- COc1cc(OC)cc(C(=O)NCc2ccc3c(c2)OCO3)c1
 : -2 | -7 | -2 | -7 | 2 | -3 | -2 | 5 | -5 | -0.8
- O=c1c2ccccc2ncn1-c1ccc(Br)cc1[N+](=O)[O-]
 : 7 | -15 | -12 | 21 | 9 | 2 | 0 | 1 | -1 | 3.1
- CN(C)S(=O)(=O)c1ccc(N2CCCC2)c(C(=O)N2CCC(C(N)=O)CC2)c1
 : 4 | -3 | 1 | -6 | -4 | -9 | 2 | 33 | -33 | 0.8
- CCN(CC)CCNC(=O)CNC(=O)c1nn(-c2ccc(OC)c(OC)c2)c(=O)c2ccccc12
 : -2 | -14 | 11 | 17 | -4 | -4 | 2 | 15 | -15 | 0.2

Continued.
Results follow in this order: dFosB act | PvdQ inh | Rtt109 Vps75 | MITF act | HTR5A ag | cardiac RTF act | Wnt bcat act | SR-BI DiI-HDL act | SR-BI HDL uptake | CDK5 inh
- CC1=C(C(=O)OC(C)C)C(c2cccs2)N2C(=O)CCSC2=N1 (stereo unspecified)
 : -13 | -1 | -12 | -7 | 2 | -2 | x | 8 | -8 | -1.2
- Cc1[nH]nc2c1C(c1ccc(Cl)cc1)C(C#N)=C(N)O2 (stereo unspecified)
 : -1 | -7 | -12 | -2 | 1 | 3 | -1 | -23 | 23 | 0.5
- Cc1nc(Cl)c(C#N)c2c1CCCC2
 : -6 | -5 | -5 | 22 | 2 | -2 | -2 | 18 | -18 | -2.0
- COC(=O)NC1c2ccccc2Oc2ccccc21
 : -1 | -7 | 2 | 9 | 2 | -7 | -1 | -9 | 9 | 1.0
- COc1ccc(C2/C(=C(/O)c3ccc4c(c3)CC(C)O4)C(=O)C(=O)N2CCCn2ccnc2)cc1 (stereo unspecified)
 : -6 | 1 | 2 | -1 | 0 | 0 | 0 | 0 | 0 | -0.4
- O=C(CSc1nnc(-c2ccccc2)o1)NC1CCCC1
 : -3 | -20 | -1 | 15 | -4 | 11 | 3 | 6 | -6 | 2.1
- CCN1CCN(c2ccc(NC(=O)c3ccc4c(c3)OCCO4)cc2C)CC1
 : -9 | -14 | -15 | 21 | -1 | 1 | 26 | 1 | -1 | -0.2
- CC(C)CC1(C)NC(=O)N(CC(=O)Nc2ccccc2Br)C1=O (stereo unspecified)
 : 1 | 8 | 1 | -5 | 1 | -7 | 2 | 8 | -8 | 3.0
